# From PubChem
# PMI inhibitors: inhibitors of human PMI, primary screen, biochemical, fluorescence intensity, coupled assay (AID 1209); actives 0.42% (n = 190,000); inhibition, % at 20 µM, or IC50 in µM where a hit was titrated; purified PMI enzyme, coupled fluorescence intensity; higher % means a stronger effect; in the data active = inhibition above about 50%;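 also: plate controls were DMSO vehicle for no effect and wells lacking substrate for full effect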
# T cell HTS: modulators of CD8 T cell-vesicle binding, primary screen, mouse 2C CD8+ T cells, flow cytometry; 2C CD8+ T cell-vesicle binding; stronger effect = lower value; calls only at 7 µM; actives 0.068% (n = 330,000);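 active = response, share of CD8 T cells binding vesicles, and their 90th percentile fluorescence all below set limits, cut at about 80% in these data, passing the limit was not always enough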
#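 Also added: QL9-peptide-loaded Drosophila micro-vesicles bearing Ld, ICAM-1 and B7-1; Test system: purified 2C TCR transgenic mouse naive CD8+ T cells; Measured by: cytometric PE anti-B7-1 and Alexa647 anti-CD8 signals after 1% paraformaldehyde fixation; Timing: binding step 1.5 h, 37 °C, antibody labelling 20 min, ice.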
# TNAP activation fold: human TNAP enzyme activators, primary screen, biochemical, luminescent, no phosphate acceptor, uHTS (AID 1001); one-dose activation fold at 20 µM; EC50 in µM for titrated hits; purified TNAP, luminescent activation assay, no phosphate acceptor; higher activation fold means a stronger effect; actives 0.03% (n = 200,000); in the data active = activation fold from about 3, or a potency from the dose series; inactive = the rest, 99 in 100 with activation fold below about 1.6; also: many of its hits are not listed in these tables
# Myeloid diff 2: induction of myeloid progenitor differentiation, primary screen, cell-based, flow cytometry, MLPCN library. ER-HoxA9 myeloid progenitors, lysozyme-GFP differentiation. calls only at 10 µM. actives 1% (n = 360,000). AID 624256, 2012;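 active = normalized GFP-positive differentiation at or above the plate's own cutoff, the solvent-only control mean plus 3 SD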;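 also: cells exposed to compound for four days before flow analysis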
# bCat nuc transl: modulators of beta-catenin nuclear translocation, primary screen, imaging, HeLa cells, immunofluorescence, high-content. actives 0.3% (n = 190,000). AID 1665, 2009. nuclear translocation activity, % at 5 µM;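 active = nuclear translocation activity above 50% at 5 µM, with a well cell count of 50 or more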;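 also: per-cell ratio of nuclear to cytoplasmic median beta-catenin stain intensity; plate controls were DMSO negative control for no effect and GSK-3 inhibitor IX positive control for full effect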
#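 Test system: HeLa cells, endogenous beta-catenin; Compound: single 5 µM dose plus 0.02–20 µM confirmation series; Times: compound exposure 24 h at 37°C; Signal: fluorescence imaging of beta-catenin antibody stain plus DAPI; Read-out: % activation, nuclear-to-cytoplasmic median beta-catenin signal ratio per cell.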
# Dynein transport: inhibitors of GR-EGFP nuclear translocation, primary screen, dynein cargo transport inhibitor project, imaging, high-content, 3617.4 mouse cells; test concentration mostly 20 µM; stimulated with dexamethasone, 1 µM; stronger effect = lower value; z-score, hits read low; actives 0.47% (n = 220,000); AID 1381, 2008;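 active = plate z-score of nuclear minus cytoplasmic receptor signal below a set negative limit, without overly bright fluorescence or cell loss, cut at about -3.5 in these data, passing the limit was not always enough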;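 also: z-score of nuclear minus cytoplasmic ring GR-EGFP intensity difference per well; some compounds called inactive have numbers as strong as hits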
#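 Also added: dexamethasone, 1.0 µM final. Medium: tet-free, stripped-serum medium. Detection: fixed, Hoechst-stained cells imaged at 10x for EGFP. Read-out: nuclear-to-cytoplasmic GR-EGFP distribution per well. Times: induction 48 h, compound 1 h, agonist 30 min.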
# Lipid droplet: inhibitors of hepatocyte lipid droplet formation, primary screen, imaging, high-throughput imaging, BODIPY stain; actives 0.4% (n = 240,000); AML12 mouse hepatocytes, oleate lipid droplets; inhibition, % at 6.5 µM;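 active = lipid droplet intensity inhibited by at least 50%, with more than 500 cells counted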
#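 Assay system: AML12 mouse liver cells | Compound: 6.5 µM single-point dosing | Schedule: Overnight exposure | Technique: Fluorescence imaging, 20x objective, two fields per well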
# MT stabilizer: microtubule stabilizers in HeLa cells, primary screen, imaging, high-content imaging | % tubulin-high responders, % at 10 µM | AID 2205, 2009 | actives 0.83% (n = 200,000) | HeLa tubulin immunostaining HCS, 24 h; share of cells brighter than vehicle mean+2SD;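 active = plate Z-score above 3 for both tubulin-high and condensed-nucleus cell shares, with cell loss under 80%, at 10 µM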;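 also: anti alpha tubulin signal scored within the nucleus-defined area of each cell; some results filed as inactive read as strong as hits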
# Insulin prom up: insulin promoter activators in MIN6 cells, imaging, high-content screening, mouse beta cells. MIN6 insulin promoter-GFP reporter; stronger effect = higher value. z-score at 5 µM. actives 0.3% (n = 190,000). AID 1625, 2009;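 active = z-score above 3 at 5 µM with at least 500 cells counted in the well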
# Dynein transport cytoplasmic EGFP: further read-out of Dynein transport, marked with its call; z-score; measured here: cytoplasmic GR-EGFP intensity; stronger effect = higher value
# Dynein transport nuclear GR-EGFP: also measured in Dynein transport; calls as there; z-score; measured here: nuclear GR-EGFP intensity;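 lower value marks the stronger effect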
# Dynein transport cell count: recorded beside Dynein transport, whose call it bears; z-score; measured here: cell count per field
# Insulin prom up cell count: also measured in Insulin prom up; calls as there; cell count; measured here: cytotoxicity, nuclei count;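 total cells summed across four imaged fields per well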
# Lipid droplet cells 6.5 µM: second read-out of Lipid droplet, no call of its own (marks repeat the call); cell count; measured here: cell count, cytotoxicity flag;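 cells counted across two imaged fields per well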
# bCat nuc transl cell count 5 µM: second read-out of bCat nuc transl, no call of its own (marks repeat the call); cell count; measured here: cell count, cytotoxicity flag
# T cell HTS vesicle-bound %: also measured in T cell HTS; calls as there; double positive events, %; measured here: CD8+ vesicle-bound cell fraction;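 binding gate set so that unloaded-vesicle control wells show 10% double positive cells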
# MT stabilizer Hoechst-high %: also measured in MT stabilizer; calls as there; % Hoechst-high responders; measured here: nuclear condensation Hoechst responders;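 share of cells brighter than vehicle mean plus two SD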
# MT stabilizer cytotoxicity %: also measured in MT stabilizer; calls as there; toxicity, %; measured here: cytotoxicity by cell density;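 0% = mean cell density of plate MIN control wells and 100% = no cells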
# Myeloid diff 2 GFP+ MAC1+ %: second read-out of Myeloid diff 2, no call of its own (marks repeat the call); GFP+ MAC1+ double positive, %; measured here: differentiation confirmed by MAC1 staining
# * = called active by the depositor; i = inactive; . = no result given.
No. | mol | bCat nuc transl cell count 5 µM | Insulin prom up cell count | Dynein transport cytoplasmic EGFP | Dynein transport nuclear GR-EGFP | Myeloid diff 2 | Insulin prom up | Lipid droplet | T cell HTS | bCat nuc transl | PMI inhibitors | MT stabilizer | Myeloid diff 2 GFP+ MAC1+ % | MT stabilizer cytotoxicity % | TNAP activation fold | Dynein transport cell count | T cell HTS vesicle-bound % | Lipid droplet cells 6.5 µM | Dynein transport | MT stabilizer Hoechst-high %
1 | CCOc1ccc(C(c2nnnn2Cc2ccccc2)N2CCN(C(=O)c3ccco3)CC2)cc1 (stereo not drawn) | . | . | -0.17 | 0.22 | i | . | . | i | . | . | 2.6 | 1.3 | 6.2 | . | 0.32 | 56 | . | -0.16 | 1.5
2 | CC(C)C[C@H](NC(=O)c1[nH]cnc1C(=O)Nc1ccccc1)C(=O)OC(C)(C)C | 1377 | 838 | -0.66 | 0.48 | i | -0.69 | -46 | i | 1.0 | . | . | 0.5 | . | . | -0.91 | 43 | 668 | 0.67 | .
3 | Cn1c2ccccc2c2ncn(Cc3ccco3)c(=O)c21 | 1115 | 1225 | -0.098 | 1.1 | i | -0.03 | . | i | -1.1 | -2% | 2.9 | 2.7 | 10 | 1.1 | -1.8 | 34 | . | 2.8 | 1.1
4 | COc1ccc(CNc2nc3ccccc3n2Cc2ccc(C)cc2)cc1OC | 545 | 1181 | -0.28 | -0.73 | i | -0.81 | 0 | i | -0.6 | 6% | 3.9 | 1.1 | 9.0 | 1.2 | 0.41 | 50 | 495 | -0.66 | 2.3
5 | COc1ccc2[nH]cc(CCNC(=O)C3CCCO3)c2c1 (stereo not drawn) | 999 | 1455 | -0.29 | 0.83 | i | -0.63 | 23 | i | -1.2 | 9% | 3.5 | 0.7 | 4.3 | 1.1 | -0.56 | 46 | 750 | 1.1 | 1.7
6 | COCCCNc1nc2c(-c3cccc(C(F)(F)F)c3)nnn2c2ccccc12 | 1025 | 1145 | 0.099 | -0.065 | i | -2.3 | 3 | i | 0.8 | -1% | 4.6 | 3.2 | 7.9 | 1.1 | 0.15 | 23 | 671 | -0.71 | 2.4
7 | CN(C)C(=O)CSc1nnc2sc3ccccc3n12 | 1129 | 1052 | -0.27 | -0.064 | i | 0.1 | . | i | -0.5 | -6% | 2.7 | 0.5 | 9.2 | 1.1 | 0.52 | 58 | . | -0.45 | 3.2
8 | Cc1nn(-c2cc(N3CCOCC3)ccc2N)c(=O)c2ccccc12 | . | 1341 | -0.15 | 1.2 | i | 0.19 | -8 | i | . | 6% | 2.3 | 1.6 | 26 | 1.1 | -0.9 | 20 | 751 | 0.87 | 0.4
9 | COC(=O)c1ccc(Cn2cnc3c(cnn3-c3ccc(Cl)cc3)c2=O)o1 | 522 | 1337 | -0.24 | 0.45 | i | -0.19 | . | i | -0.9 | -2% | 3.8 | 0.0 | 9.6 | 1.1 | 0.33 | 30 | . | -0.28 | 2.5
10 | COc1ccccc1C(O)(C(=O)NN(C)c1ccccc1)c1ccccc1OC | 1068 | 1625 | -0.26 | -0.48 | i | -0.02 | . | i | -2.4 | 14% | 3.0 | 0.5 | 5.7 | 1.1 | 0.81 | 41 | . | -1.1 | 1.4
11 | CCN(CC)CC#CC(O)(c1ccccc1)c1ccccc1 | 1549 | 1451 | -0.13 | -0.26 | i | 0.16 | 0 | i | -1.0 | . | 2.2 | 0.1 | 1.9 | 1.1 | 0.36 | 5 | 652 | -0.43 | 2.0
12 | COc1ccc(S(=O)(=O)c2cnc3ccc(OC)cc3c2N2CCC3(CC2)OCCO3)cc1 | 1000 | . | -0.22 | -0.52 | i | . | -4 | i | -0.7 | 0% | 5.2 | 0.4 | 1.8 | 0.9 | 0.45 | 36 | 539 | -0.73 | 1.7
13 | O=C(NCc1cccnc1)C(=O)Nc1nc(C23CC4CC(CC(C4)C2)C3)cs1 | 1363 | 982 | -0.23 | 0.45 | i | -0.25 | -11 | i | 1.3 | . | . | 0.7 | . | . | -0.92 | 30 | 734 | 1.1 | .
14 | CCN(CC(=O)Nc1ccccc1OC)CC(=O)Nc1sccc1C#N | 1067 | 1240 | -0.3 | -0.17 | i | -0.86 | 2 | i | 1.6 | 2% | 7.1 | 0.5 | 8.8 | 1.9 | 1.4 | 30 | 693 | -0.89 | 2.2
15 | COCC1CCCN(C(=O)c2ccc(OC3CCN(Cc4ccccn4)CC3)cc2)C1 (stereo not drawn) | 1463 | 1446 | -0.35 | -0.3 | i | -0.69 | -2 | i | 0.7 | 10% | 1.7 | 0.4 | 4.2 | 1.1 | 1.4 | 40 | 549 | -0.65 | 2.2
16 | OC1CCCN(c2c3c(nc4cc(-c5cccc(F)c5)nn24)CCCC3)C1 (stereo not drawn) | 1477 | 1382 | -0.29 | 0.27 | i | -0.47 | -7 | i | -0.8 | 7% | 6.1 | 0.5 | 3.3 | 1 | 0.62 | 58 | 609 | 0.68 | 0.4
17 | CC(C)(C)NC(=O)C(c1ccc(O)cc1)N(C(=O)Cn1nnc(-c2ccc(F)cc2)n1)c1ccccc1F (stereo not drawn) | 1497 | 1503 | -0.38 | -0.45 | i | -1.4 | -16 | i | -0.3 | 9% | 4.0 | 0.9 | 9.9 | 0.9 | 0.91 | 44 | 602 | 0.13 | 1.7
18 | Cc1csc2ncc(C(=O)Nc3cccc(C(F)(F)F)c3)c(=O)n12 | 1111 | 1807 | . | . | i | 0.35 | -27 | i | -0.6 | 6% | . | 1.7 | . | 1.1 | . | 49 | 631 | . | .
19 | O=C(CN1C(=O)NC2(CCCC2)C1=O)OCc1cc(=O)n2cc(Br)ccc2n1 | 1282 | 1361 | -0.27 | -0.65 | i | 0.76 | -15 | i | -1.1 | . | . | 0.7 | . | . | 1.1 | 29 | 608 | -0.89 | .
20 | Cc1ccc(C(=O)N2CCN(S(=O)(=O)c3ccccc3[N+](=O)[O-])CC2)o1 | 1112 | 1330 | -0.34 | 0.44 | i | -0.15 | 9 | i | -3.4 | -9% | 2.5 | 0.6 | 9.4 | 1.1 | -0.82 | 18 | 680 | 0.35 | 4.6
21 | C=CCSc1[nH]c(=O)cc(C)c1C(N)=O | . | 936 | -0.052 | 0.38 | i | 0.24 | . | i | . | 6% | 2.6 | 0.6 | 11 | 1.2 | -1 | 36 | . | 0.15 | 2.0
22 | CCCCNC(=O)CSc1nnc(NC(C)=O)s1 | 982 | 1297 | -0.17 | 0.89 | i | 0.35 | . | i | 0.6 | 3% | 1.7 | 1.0 | 5.6 | 1.2 | -0.44 | 50 | . | 1.1 | 1.9
23 | CCC1CCCCN1C(=O)CCCOc1ccccc1 (stereo not drawn) | . | 927 | -0.15 | -0.13 | i | -0.14 | . | i | . | -3% | 0.9 | 0.7 | 7.2 | 0.9 | 0.65 | 56 | . | -0.46 | 1.0
24 | Cc1nc(N2CCN(S(=O)(=O)c3ccc(F)cc3)CC2)c2c(-c3cccs3)csc2n1 | 1103 | 1359 | 0.027 | 0.48 | i | -2 | -28 | i | -2.3 | 16% | 6.4 | 0.8 | 1.7 | 1 | -0.41 | 50 | 655 | 0.63 | 2.2

# Part of the list above in order of number of heavy atoms, descending.
No. | mol | bCat nuc transl cell count 5 µM | Insulin prom up cell count | Dynein transport cytoplasmic EGFP | Dynein transport nuclear GR-EGFP | Myeloid diff 2 | Insulin prom up | Lipid droplet | T cell HTS | bCat nuc transl | PMI inhibitors | MT stabilizer | Myeloid diff 2 GFP+ MAC1+ % | MT stabilizer cytotoxicity % | TNAP activation fold | Dynein transport cell count | T cell HTS vesicle-bound % | Lipid droplet cells 6.5 µM | Dynein transport | MT stabilizer Hoechst-high %
15 | COCC1CCCN(C(=O)c2ccc(OC3CCN(Cc4ccccn4)CC3)cc2)C1 (stereo not drawn) | 1463 | 1446 | -0.35 | -0.3 | i | -0.69 | -2 | i | 0.7 | 10% | 1.7 | 0.4 | 4.2 | 1.1 | 1.4 | 40 | 549 | -0.65 | 2.2
6 | COCCCNc1nc2c(-c3cccc(C(F)(F)F)c3)nnn2c2ccccc12 | 1025 | 1145 | 0.099 | -0.065 | i | -2.3 | 3 | i | 0.8 | -1% | 4.6 | 3.2 | 7.9 | 1.1 | 0.15 | 23 | 671 | -0.71 | 2.4
8 | Cc1nn(-c2cc(N3CCOCC3)ccc2N)c(=O)c2ccccc12 | . | 1341 | -0.15 | 1.2 | i | 0.19 | -8 | i | . | 6% | 2.3 | 1.6 | 26 | 1.1 | -0.9 | 20 | 751 | 0.87 | 0.4
11 | CCN(CC)CC#CC(O)(c1ccccc1)c1ccccc1 | 1549 | 1451 | -0.13 | -0.26 | i | 0.16 | 0 | i | -1.0 | . | 2.2 | 0.1 | 1.9 | 1.1 | 0.36 | 5 | 652 | -0.43 | 2.0
23 | CCC1CCCCN1C(=O)CCCOc1ccccc1 (stereo not drawn) | . | 927 | -0.15 | -0.13 | i | -0.14 | . | i | . | -3% | 0.9 | 0.7 | 7.2 | 0.9 | 0.65 | 56 | . | -0.46 | 1.0
7 | CN(C)C(=O)CSc1nnc2sc3ccccc3n12 | 1129 | 1052 | -0.27 | -0.064 | i | 0.1 | . | i | -0.5 | -6% | 2.7 | 0.5 | 9.2 | 1.1 | 0.52 | 58 | . | -0.45 | 3.2
